# GCN5L2 inh: inhibitors of human GCN5L2 histone acetyltransferase; Q92830; GCN5L2 HAT assay, ThioGlo1 CoA-SH fluorescence; Potency, µM (series often up to 58.9 µM), for the others: at the highest dose activity change, negative = inhibition, actives largely listed as inhibitors; 0.21% of 390,000 active
# Target sequence (Q92830 whole entry, looked up): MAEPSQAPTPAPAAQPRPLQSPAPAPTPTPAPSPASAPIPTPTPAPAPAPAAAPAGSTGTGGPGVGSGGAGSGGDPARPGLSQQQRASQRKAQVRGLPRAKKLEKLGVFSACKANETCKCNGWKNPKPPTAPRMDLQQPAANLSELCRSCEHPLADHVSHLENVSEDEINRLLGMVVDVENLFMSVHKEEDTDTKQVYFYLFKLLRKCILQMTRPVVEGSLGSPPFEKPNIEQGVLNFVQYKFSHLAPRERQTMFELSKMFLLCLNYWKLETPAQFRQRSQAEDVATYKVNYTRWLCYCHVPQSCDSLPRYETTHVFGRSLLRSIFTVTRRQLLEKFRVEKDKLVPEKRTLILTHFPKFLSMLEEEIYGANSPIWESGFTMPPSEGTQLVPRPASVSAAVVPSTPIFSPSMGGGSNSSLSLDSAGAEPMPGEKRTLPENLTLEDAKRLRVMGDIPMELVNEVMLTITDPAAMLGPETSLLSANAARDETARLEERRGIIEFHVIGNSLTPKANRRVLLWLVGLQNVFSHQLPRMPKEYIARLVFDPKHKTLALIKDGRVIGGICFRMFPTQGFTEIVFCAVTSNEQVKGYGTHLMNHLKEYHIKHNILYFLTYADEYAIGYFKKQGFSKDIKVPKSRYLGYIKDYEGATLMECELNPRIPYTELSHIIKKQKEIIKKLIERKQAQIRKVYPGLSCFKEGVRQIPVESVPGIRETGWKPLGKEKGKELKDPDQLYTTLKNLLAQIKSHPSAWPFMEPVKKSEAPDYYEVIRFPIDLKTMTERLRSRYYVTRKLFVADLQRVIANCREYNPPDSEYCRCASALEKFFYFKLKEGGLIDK
#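 Preincubate 20nM GCN5L2 with compound 15 min, RT → add 50uM ThioGlo1 + 75uM H3(1-25) + 70uM acetyl-CoA → read fluorescence 0 and 20 min. Primary qHTS; fluorescent artifacts likely.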
# DT40 TDP1 CPT: DT40-hTDP1 cell growth loss with CPT; Potency, µM (series often up to 46.2 µM), for inactives: top-dose activity change, negative = growth inhibition, most hits filed as inhibitors; 12% of 420,000 active; chicken DT40 Tdp1-/-;hTDP1 cells + 20 nM CPT, ATP luminescence, 48 h; further: nearly all actives have a fitted effect of over 55% in size
#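 Chicken DT40 Tdp1-/- cells complemented with human TDP1, 400 cells/well, exposed to compounds plus 20 nM camptothecin for at least 48 h at 37 C; viability read as ATP content by CellTiter-Glo luminescence.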
# DT40 TDP1 no CPT: qHTS for Inhibitors of human tyrosyl-DNA phosphodiesterase 1 (TDP1): qHTS in cells in absence of CPT; DT40 Tdp1-/- hTDP1 cells, no CPT, ATP luminescence, 48 h; Potency, µM (series often up to 46.2 µM), inactives show at the highest dose activity change, negative = growth inhibition, actives largely listed as inhibitors; 15% of 420,000 active; further: nearly all actives have a fitted effect of over 55% in size
#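 Stably hTDP1-transfected Tdp1-null chicken DT40 cells were treated with library compounds minus camptothecin and grown for at least 48 hr at 37 °C, after which cellular ATP was quantified by luminescence.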
# * hit, by the source's call; ? = inconclusive; nt = not tested or not shown; & = joins results of further samples; [ ] = remark or other dose. The call rests on the fitted dose curve; in most records, active means well fitted curve in the direction sought with a large enough effect; inconclusive means small, poorly fitted or top-dose-only effect, or another doubt; inactive means no such curve, though single readings can be large; an effect the other way counts as inactive or inconclusive. On the % scale 0 is the no-effect control and ±100 the full control effect; potency means the concentration at half of the fitted maximal effect.
compound | GCN5L2 inh | DT40 TDP1 CPT | DT40 TDP1 no CPT
CCN(CC)S(=O)(=O)c1ccc(C(=O)NC2CC(=O)N(c3ccc4c(c3)OCCO4)C2)cc1 (centres undefined) | -3.0% | -12.7% | ?
CCc1ccc(NC(=O)Cn2nnc(C(=O)NCc3ccc(C)cc3)c2N)cc1 | -21.4% | -1.8% | 6.4%
Cc1cc(C(=O)N2CCCC(N3CCN(c4cccc(C(F)(F)F)c4)CC3)C2)nn1C (centres undefined) | -3.3% | ? | ?
O=C(Nc1ccccc1F)c1ccccc1-c1ccccc1 | 4.0% | -9.2% | -13.5%
CC1(C)CC(=O)NC=C(c2ccccc2)C1 | -7.4% | -3.0% | -2.9%
COc1ccc(Cn2c(=O)c3oc4ccccc4c3n(CC(=O)Nc3c(C)cccc3C)c2=O)cc1 | 5.3% | 7.31µM* | 5.8µM*
CCCN1C(=O)C2(SC(NC(C)=O)=NN2C(C)=O)c2cc(C)cc(C)c21 (centres undefined) | -6.2% | 9.2% | -3.6%
Cc1cc(NC(=O)Nc2ccc3c(ccn3C)c2)sn1 | -7.5% | ? | ?
O=C(OCc1ccccc1)N1CCC2CC1c1ccc(/C=C/CCCCl)cc12 (centres undefined) | nt | ? | ?
Cc1c(NC(=O)C(C)OC(=O)C23CC4CC(CC(Br)(C4)C2)C3)c(=O)n(-c2ccccc2)n1C (centres undefined) | 2.0% | -27.1% | 3.0%
COC(=O)CCCC(=O)N1CCCC(C(=O)c2ccc(-c3ccccc3)cc2)C1 (centres undefined) | 0.5% | ? | ?
C=CCn1c(O)c(N=O)c2cc(C)ccc21 | 3.7% | -33.3% | ?
COCCNc1oc(/C=C/c2ccc(F)cc2)nc1C#N | -21.6% | 4.1% | -23.1%
C#CCOCCOCCOCCNc1nc(N2CCOCC2)nc(N2CCN(C(=O)[C@H](CC(N)=O)n3cc(C(N)[C@@H](C)CC)nn3)CC2)n1 (some centres undefined) | -0.9% | 5.6% | 6.1%
COc1ccc(C(c2nnnn2CC2CCCO2)N2CCN(c3ccc(F)cc3)CC2)cc1 (centres undefined) | -4.4% | -28.9% | ?
COc1ccc(CNc2ccnc(-c3ccc(C(=O)N(C)C)cc3)n2)c(OC)c1 | -8.6% | -4.1% | -8.8%
CCC(=O)N1c2ccc(S(=O)(=O)NC3CCCCC3)cc2CC1C (centres undefined) | -4.8% | 20.6µM* | ?
Cc1cc(C)n(C(=O)c2cccc([N+](=O)[O-])c2C)n1 | -9.2% | -26.3% | -9.4%
CCCCNC(=O)COC(=O)c1c2c(nc3ccccc13)/C(=C/c1cccs1)CC2 | -19.3% | 23.1µM* | ?
N#Cc1nc(Cc2ccccc2)oc1NCc1cccnc1 | -1.8% | -2.8% | -14.5%
COc1ccc(S(=O)(=O)N2CCCCCC2)cc1NC(=O)Cc1ccccc1F | -9.8% | ? | ?
CC1(c2ccc3ccccc3c2)NC(=O)N(CC(=O)Nc2ncccc2O)C1=O (centres undefined) | -8.0% | -13.1% | 14.2%
CCC(Oc1ccccc1-c1nnc(-c2ccccc2)o1)C(=O)Nc1ccc(C(C)=O)cc1 (centres undefined) | 20.2% | -15.5% | -21.7%
O=S(N1CCCCCC1)C12CC3CC(CC(C3)C1)C2 (centres undefined) | -5.8% | -15.2% | -28.1%
O=C1CC(C(=O)N2CCc3ccccc32)CN1c1ccc(F)cc1 (centres undefined) | 0.0% | ? | ?
Nc1nnc(CCCCCc2nnc(N)s2)s1 | -8.0% | 7.1% | -4.1%
COC(=O)c1ccc(C2C(C(=O)c3cc4ccccc4o3)=C(O)C(=O)N2c2cc(C)on2)cc1 (centres undefined) | -10.8% | -11.2% | -17.7%
O=C(COC(=O)CCS(=O)(=O)c1ccccc1)NNC(=O)c1ccc([N+](=O)[O-])cc1 | nt | -17.9% | 1.7%
Cc1cccc(C)c1NC(=O)CN(C)C(=O)c1cc([N+](=O)[O-])ccc1N1CCOCC1 | -0.8% | -28.8% | -8.7%
COc1ccc(CN(C)C(=O)COC(=O)c2cc([N+](=O)[O-])ccc2N2CCCC2)c(OC)c1OC | -8.6% | ? | 20.6µM*
Clc1ccccc1-c1nc2nc3ccccc3nc2n1-c1ccc2c(c1)OCO2 | -14.3% | ? | 23.1µM*
Cc1ccc(CNC(=O)c2ccc(CSCc3ccc(C)cc3)o2)cc1 | -2.9% | ? | ?
COc1ccc(S(=O)(=O)N2CCN(C(=O)CN3C(=O)NC(C)(c4ccc5ccccc5c4)C3=O)CC2)cc1 (centres undefined) | 1.7% | ? | 23.1µM*
COc1ccc2[nH]c(=O)c(CNc3cccc(C)c3)cc2c1 | 2.7% | 13µM* | 11.6µM*
CC(C)(C)C(=O)Nc1cccc(C(=O)OCc2cc(=O)n3nc(C4CCCCC4)sc3n2)c1 | 20.7% | 5.4% | -2.9%
O=C(O)CSc1nc2ccccc2nc1Cc1ccccc1F | -20.3% | -3.1% | 4.1%
COc1ccc(NC(=O)C2CCCN(C(=O)c3ccc(Cl)cc3)C2)cc1Cl (centres undefined) | 0.6% | 20.6µM* | 18.4µM*
COc1ccc(OC)c(-c2csc(N(C)C(=O)c3ccco3)n2)c1 | -4.8% | 4.8% | 8.3%
COc1ccc(OC)c(C(C(=O)NCc2ccco2)N(C(=O)Cn2nnc3ccccc32)C(C)C)c1 (centres undefined) | -0.9% | -23.3% | -29.4%
S=C(NCCN1CCOCC1)Nc1ccccc1Cl | -2.0% | -3.3% | 1.0%
C(=N\n1cnnc1)/c1cccs1 | 2.0% | 3.2% | -8.3%
CCCN(CC1CC1)c1nc(N)c(C#N)c(CC#N)c1C#N | -2.5% | ? | 18.4µM*
CCOc1ccc(N(CC(=O)NCc2ccc3c(c2)OCO3)C(=O)c2csnn2)cc1 | -1.9% | -1.6% | -12.3%
O=C(Nc1nc2ccccc2s1)C1CC(=O)N(c2ccccc2)C1 (centres undefined) | -3.8% | -22.7% | -18.4%
CC(C)CNC(=O)CCCc1ccccc1 | 2.4% | -5.2% | -3.9%
CNC(=O)c1cccc(NC(=O)c2ccccc2OCc2ccccc2)c1 | -16.9% | ? | ?
COc1ccc2cc(CN(C(=O)c3cc(C)nn3C)C3CC3)c(-c3ccc(Cl)cc3)nc2c1 | nt | -71.9% | ?
COc1ccc(-c2ccnc3c2c(=O)n(C)c(=O)n3C)cc1OC | 2.1% | ? | -2.8%
O=C(CNC(=O)c1ccc(Cl)cc1)NC(CO)c1ccccc1 (centres undefined) | 0.6% | 32.6%[activator] | 2.6%
NCCNC(=O)Cn1c(=O)c2c3c(sc2n(Cc2ccccc2)c1=O)CCCC3 | -9.4% | 20.6µM* | 23.1µM*
CCCCCN1C=CC=C/C1=C\C=C(C#N)C#N | -13.8% | -21.0% | ?
CN(C)C1=NCCN1CC1CCCCC1 | -7.7% | -1.8% | -17.4%
C/C(=N\OCC(=O)OCC(=O)Nc1cc(S(C)(=O)=O)ccc1Cl)c1ccc2c(c1)OCO2 | -0.8% | 3.7% | -5.7%
c1ccc(CSCc2cn3ccccc3n2)cc1 | -2.1% | 5.0% | ?
O=S(=O)(Nc1ccc(C(F)(F)F)cn1)c1ccccc1 | 0.2% | 2.2% | -16.2%
Cc1ccc(S(=O)(=O)N2CCOCC2)cc1NC(=O)COC(=O)CNC(=O)c1ccc(Oc2ccccc2)cc1 | -3.5% | -6.4% | ?
COc1cccc(NC(=O)Cc2cccs2)c1 | -5.8% | 4.7% | -8.5%
O=C(Nc1cccc(NC(=O)C2CC3CCCC(C2)C3=O)n1)C1CC2CCCC(C1)C2=O (centres undefined) | -0.9% | ? | 18.4µM*
O=C(CNC(=O)c1cccc(F)c1)N/N=C/c1cccnc1 | -3.5% | -1.7% | -23.5%
CSCCC(C(=O)O)N1C(=O)c2ccc(C(=O)O)cc2C1=O (centres undefined) | -2.3% | 2.3% | -20.9%

# Following part.
# Order of values: GCN5L2 inh, DT40 TDP1 CPT, DT40 TDP1 no CPT
O=C1Nc2ccccc2C1=Nc1ccc(Cl)cc1
    -12.3%, -4.0%, -8.3%
O=C(c1ccncc1)N1CCC[C@@]2(CCN(C(c3ccccc3)c3ccccc3)C2)C1
    -2.0%, ?, ?
COc1ccc(C2(C)NC(=O)N(Cc3cc(Cl)cc4c3OCOC4)C2=O)cc1OC (centres undefined)
    -3.8%, -19.4%, ?
COc1ccc(CNC(=O)[C@@H](C)NC(=O)[C@@H]2Cc3ccccc3CN2)cc1
    -26.5%, -3.2%, -7.3%
COc1cc(NC(=O)C/C(C)=N/NC(=O)Cc2ccccc2)c(OC)cc1Cl
    0.1%, -13.5%, -26.5%
CC(C)CN(C(=O)COC(=O)c1cc2ccccc2cc1O)c1c(N)n(Cc2ccccc2)c(=O)[nH]c1=O
    nt, ?, ?
CCc1ccccc1N(C)C(=O)c1nn(-c2ccc(OC)cc2)c(=O)c2c1c1ccccc1n2C
    -2.5%, ?, ?
CCc1nc2ccc(C(=O)NCc3ccccc3)cc2nc1CC
    1.3%, ?, ?
O=C(c1cccs1)c1no[n+]([O-])c1C(=O)c1cccs1
    -0.5%, 1.84µM*, 2.31µM*
CN(c1ccccc1)S(=O)(=O)c1cccc(C(=O)Nc2ccc(N3CCOCC3)cc2)c1
    -11.0%, ?, 18.4µM*
Cn1c(C(=O)N2CCN(c3cccc(C(F)(F)F)c3)CC2)cc2sccc21
    -13.0%, -29.7%, ?
Cc1cccc(C2Nc3ccccc3C(=O)N2c2ccccc2)n1 (centres undefined)
    -11.4%, 2.2%, -21.7%
COc1ccc(C(=O)CN2C(=O)N(c3cc(C)ccc3C)S(=O)(=O)c3ccccc32)cc1
    -10.4%, -3.6%, -17.8%
O=C(O)c1cc(=O)[nH]c2ccc(S(=O)(=O)Nc3ccc(F)cc3)cc12
    15.8%, 1.6%, 4.7%
CCc1ccc(NC(=O)CC2C(=O)N(c3cccc(C)c3)C(=O)N2Cc2ccco2)cc1 (centres undefined)
    -10.9%, 16.4µM*, 25.9µM*
NC(=S)NS(=O)(=O)c1ccc(N)cc1
    -4.0%, -3.8%, -16.8%
Cn1c(SCC(=O)N/N=C/c2cccnc2)nnc1-c1ccccc1
    -0.4%, 1.8%, -18.1%
COc1cccc(CNC(=O)CSc2nnc3c(n2)[nH]c2ccc(F)cc23)c1
    -5.1%, -16.8%, ?
CCOc1ccc(CCNC(=O)C2Cc3ccccc3N2C(=O)CC)cc1OCC (centres undefined)
    10.0%, ?, -28.7%
COC(=O)c1ccc(CN(Cc2ccc(C(=O)OC)o2)C(C)(C)C)o1
    -16.4%, ?, ?
CN(C)CCN1C(=O)c2ccccc2N(C)c2ccccc21
    -14.9%&-2.8%, -24.4%, ?
CCc1cccc(NC(=O)C2CCCN2S(=O)(=O)c2ccccc2C(F)(F)F)c1 (centres undefined)
    -3.1%, ?, 20.6µM*
CCCNC(=S)NNC(=O)c1cccs1
    2.1%, -11.4%, ?
CCOc1ccc(N2CC(C(=O)NCc3ccco3)CC2=O)cc1 (centres undefined)
    -1.5%, 9.5%, -4.8%
O=C(CCCCn1c(=O)[nH]c2ccsc2c1=O)N1CCN(c2cccc(Cl)c2)CC1
    -5.8%, 16.4µM*, 13µM*
COc1cc(OC)c2c(-c3ccccc3)cc(=O)oc2c1C(CCN1CCCC1)c1ccc2c(c1)OCO2 (centres undefined)
    3.9%, ?, ?
CC(CNC(=O)c1ccc(Cn2c(SCc3ccccc3)nc3cccnc32)cc1)c1ccccc1 (centres undefined)
    -11.2%, ?, 20.6µM*
Cc1ccc(CN2CCSc3ccc(C(=O)Nc4cc(C)cc(C)c4)cc32)cc1
    -2.1%, ?, ?
CCOc1ccc(Nc2nc(N)c([N+](=O)[O-])c(N3CCOCC3)n2)cc1
    -12.1%, -3.5%, ?
CC1CC(C)CN(C(=O)COC(=O)c2c[nH]c3ccccc23)C1 (centres undefined)
    0.1%, -5.5%, 1.9%
C[C@@H](c1ccccc1)N1C[C@@H](COCc2ccccc2)Oc2cc(N3CC[C@@H](N(C)C)C3)ccc2S1(=O)=O
    nt, ?, 14.6µM*
CC1CCN(C(=O)CCn2c(=O)oc3ccc(Cl)cc32)CC1
    nt, -6.4%, -14.9%

# Random excerpt: 4 compounds from above, in no set order.
# Order of values: GCN5L2 inh, DT40 TDP1 CPT, DT40 TDP1 no CPT
COc1cc(OC)c2c(-c3ccccc3)cc(=O)oc2c1C(CCN1CCCC1)c1ccc2c(c1)OCO2 (centres undefined)
    3.9%, ?, ?
CN(C)CCN1C(=O)c2ccccc2N(C)c2ccccc21
    -14.9%&-2.8%, -24.4%, ?
CCc1cccc(NC(=O)C2CCCN2S(=O)(=O)c2ccccc2C(F)(F)F)c1 (centres undefined)
    -3.1%, ?, 20.6µM*
C[C@@H](c1ccccc1)N1C[C@@H](COCc2ccccc2)Oc2cc(N3CC[C@@H](N(C)C)C3)ccc2S1(=O)=O
    nt, ?, 14.6µM*

# Screening results (PubChem BioAssay)

# Only part of the results is shown (hit frequency here may not be typical).
